# Screens: PubChem BioAssay, Broad Institute
# E-sel inducer: E-selectin induction in HUVECs, primary screen, imaging, HUVEC, immunofluorescence imaging, single point; activation, % at 7.58 µM; 260,000 tested, 0.37% active; P16581; AID 686992, 2013; normalized: neutral wells 0, TNF-alpha wells 100;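 active = mean E-selectin-positive cell signal at least 10% of the positive control, reached in at least 60% of replicates, without over 20% cell loss; inconclusive = no rule given, readout overlaps actives, possibly toxicity-flagged; inactive = the rest, including those meeting only one limit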;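 also: in these data hits start at about 27%; measured in HUVEC primary endothelial cells; signal is the percent of cells scored E-selectin positive by PE staining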
# Target sequence (P16581 whole entry, looked up): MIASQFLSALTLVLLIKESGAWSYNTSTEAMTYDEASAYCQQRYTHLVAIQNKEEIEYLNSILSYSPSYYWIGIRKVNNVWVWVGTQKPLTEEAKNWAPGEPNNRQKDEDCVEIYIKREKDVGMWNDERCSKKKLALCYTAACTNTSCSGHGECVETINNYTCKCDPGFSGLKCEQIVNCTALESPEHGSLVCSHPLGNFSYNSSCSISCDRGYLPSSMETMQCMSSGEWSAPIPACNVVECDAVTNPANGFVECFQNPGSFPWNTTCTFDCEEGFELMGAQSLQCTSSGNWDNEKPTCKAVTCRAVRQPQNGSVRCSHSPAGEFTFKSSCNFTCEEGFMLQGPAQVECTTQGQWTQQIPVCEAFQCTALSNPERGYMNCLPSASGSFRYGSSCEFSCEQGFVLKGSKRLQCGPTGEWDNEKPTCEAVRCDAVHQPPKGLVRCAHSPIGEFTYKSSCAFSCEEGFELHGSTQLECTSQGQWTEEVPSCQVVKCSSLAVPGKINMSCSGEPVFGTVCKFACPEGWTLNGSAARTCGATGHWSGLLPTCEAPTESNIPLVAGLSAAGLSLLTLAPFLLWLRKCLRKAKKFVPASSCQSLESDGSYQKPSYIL
#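 Test system: HUVEC | Signal: Immunofluorescence imaging | Read-out: Percent E-selectin-positive cells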
# PglD DTNB: C. jejuni PglD acetyltransferase inhibitors, primary screen, biochemical, DTNB colorimetric, single point. AID 602405, 2012. UDP-N-acetylbacillosamine N-acetyltransferase PglD (Campylobacter jejuni). purified PglD enzyme, DTNB colorimetric CoA detection. 360,000 tested, 0.098% active. inhibition, % at 12.5 µM; in the data active = inhibition above about 16%, passing the limit was not always enough; inconclusive = no clear call, values can overlap the other calls; also: strong numbers were not always called active
# C2C12 statin: suppressors of statin myotoxicity in C2C12 myotubes, primary screen, cell-based, single point, plate reader; 330,000 tested, 0.78% active; AID 602340, 2012; C2C12 myotubes + simvastatin, ATP luminescence, 48 h; scaled: DMSO 0, geranylgeraniol control 100; rescue of ATP level, % at 7.49 µM;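 active = mean ATP rescue above about 67%, or every replicate alone reaching that limit, limit read from the data, passing the limit was not always enough; inconclusive = no clear call, values can overlap the other calls; inactive = mean under the limit and some replicate under it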;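 also: myotubes were challenged with 10 µM simvastatin during compound exposure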
# SIRT5 block: SIRT5 desuccinylase inhibitors, primary screen, biochemical, fluorescence imaging, single point, set 5; 330,000 tested, 1.1% active; NAD-dependent protein deacylase sirtuin-5, mitochondrial (Homo sapiens), Q9NXA8; inhibition, % at 15 µM; AID 652115, 2013; Purified SirT5, succinyl-peptide AMC, trypsin-coupled fluorescence; in the data active = inhibition above about 15%; inconclusive = no clear call, values can overlap the other calls
# Target sequence (Q9NXA8 whole entry, looked up): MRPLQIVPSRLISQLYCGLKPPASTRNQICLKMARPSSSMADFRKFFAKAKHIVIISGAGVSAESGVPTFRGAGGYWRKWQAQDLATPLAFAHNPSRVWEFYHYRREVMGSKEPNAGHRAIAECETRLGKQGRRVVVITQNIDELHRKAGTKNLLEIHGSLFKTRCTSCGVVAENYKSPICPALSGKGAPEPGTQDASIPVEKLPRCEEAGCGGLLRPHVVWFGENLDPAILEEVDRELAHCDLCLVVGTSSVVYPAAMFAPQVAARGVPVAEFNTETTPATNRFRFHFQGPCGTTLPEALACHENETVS
# ERp5 inh: inhibitors of ERp5-driven insulin aggregation, primary screen, biochemical, turbidity, absorbance 650 nm, single point; inhibition, % at 9.99 µM; Protein disulfide-isomerase A6 (Homo sapiens), Q15084; 350,000 tested, 0.05% active; 90 min;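 active = mean replicate inhibition above about 25%, with every replicate also reaching it, limit read from the data, passing the limit was not always enough; inconclusive = only one of those two criteria met; inactive = neither criterion met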
# DENV2 CPE: inhibitors of DENV2 cytopathic effect, primary screen, cell-based, plate reader, single concentration; 350,000 tested, 1.7% active; DENV2-infected cells, cytopathic effect rescue; AID 651640, 2012; CPE inhibition, % at 9.99 µM; in the data active = CPE inhibition above about 20%, passing the limit was not always enough; inconclusive = no clear call, values can overlap the other calls; tested in BHK-21 cells;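 also: 0% = median of neutral control wells and 100% = median of positive control wells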
# S100A4 inh HTS: inhibitors of S100A4-myosin IIA peptide binding, primary screen, biochemical, fluorescence polarization, TAMRA-MyoIIA peptide | inhibition, % at 10.7 µM | Protein S100-A4 (Homo sapiens), P26447 | AID 652163, 2013 | 360,000 tested, 0.14% active;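 active = mean inhibition of at least 70% across replicates, with every replicate also reaching that level; inconclusive = mean inhibition reaches 70% but some replicates fall short; inactive = mean inhibition below 70%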
# Target sequence (P26447 whole entry, looked up): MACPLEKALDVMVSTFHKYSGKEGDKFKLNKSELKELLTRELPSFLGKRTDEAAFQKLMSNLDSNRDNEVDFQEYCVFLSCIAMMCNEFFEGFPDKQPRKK
#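 Material: S100A4 monomer protein / Buffer or medium: 50 mM HEPES pH 7.2, 10 mM CaCl2, 100 mM KCl / Times: 5 min incubation before reading / Benchmarks: neutral control DMSO, positive control TFP / Reagent: labelled myosin peptide probe, 5 nM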
# The depositor's hits bear a star; ? = inconclusive; nt = no result given; & = joins results of further samples.
molecule	E-sel inducer	PglD DTNB	C2C12 statin	SIRT5 block	ERp5 inh	DENV2 CPE	S100A4 inh HTS
COC(=O)c1sccc1S(=O)(=O)Nc1ccc(C(O)(C(F)(F)F)C(F)(F)F)cc1	-0.1	-4	7	-6	-3	6	-5
O=C(COC(=O)CCNS(=O)(=O)c1ccccc1)NC(=O)Cc1ccccc1	-0.4	-5	38	-2	-7	5	-3
CC=Cc1ccc2n(c1=O)C[C@@H]1[C@@H](CO)[C@H](C(=O)N(C)C)[C@H]2N1C(=O)c1ccc(F)cc1 (mixture of isomers)	-0.1	6	-20	-17	1	2	1
C[C@@H]1CN([C@@H](C)CO)C(=O)c2cccc(N(C)C)c2O[C@H]1CN(C)Cc1ccc(Cl)c(Cl)c1	0.0	-2	-70	4	0	-1	-1
O=C(Nc1cccc(Cl)c1)Nc1c[nH]c(=O)[nH]c1=O	0.2	9	3	-5	-1	1	-5
C[C@@H]1CCCCO[C@@H](CN(C)S(=O)(=O)c2cn(C)cn2)[C@@H](C)CN([C@H](C)CO)C(=O)c2cc(NS(=O)(=O)c3ccc(Cl)cc3)ccc2O1	0.0	8	nt	2	-5	37*	103*
COCCC(=O)Nc1ccc2c(c1)CN(C(=O)c1ccc(CSC)o1)CC2	nt	10	-4	-1	-8	-3	0
CC(C)NC(=O)N(C)C[C@@H]1Oc2ccc(NC(=O)Nc3ccc(F)cc3)cc2C(=O)N([C@H](C)CO)C[C@@H]1C	-0.4	11	-5	-6	-1	-1	7
CNC[C@@H]1Oc2ccc(NC(=O)Cn3cnnn3)cc2C(=O)N([C@@H](C)CO)C[C@@H]1C	0.0	0	32	1	1	-1	7
CC(=O)Nc1ccc(OS(=O)(=O)c2cc(Cl)ccc2C)cc1	0.1	nt	nt	-4	2	nt	-2
Nc1nc(SCc2ccc(F)cc2)n[nH]1	0.0	-2	-4	-2	4	4	5
C[C@H]1CN([C@@H](C)CO)C(=O)c2cc(NC(=O)CCC(F)(F)F)ccc2O[C@@H]1CN(C)C(=O)Nc1ccc2c(c1)OCO2	-1.5	3	21	-3	-1	16	-12
O=C(C1CC1)N1CCCCN2[C@H](C1)[C@@H](c1ccc(-c3cccc(F)c3)cc1)[C@@H]2CO	0.3	1	nt	2	0	2	1
C[C@H](CO)N1C[C@H](C)[C@@H](CN(C)C(=O)Nc2ccc(F)cc2)Oc2c(NC(=O)c3nc4ccccc4s3)cccc2C1=O	?	-2	nt	1	-5	-11	-3
Cc1cc(C)c(C#N)c(Nc2ccccc2F)n1	nt	6	-14	2	2	0	-5
O=C1/C(=C/c2ccncc2)N=C2CCCCCN12	-0.1	nt	4	0	11	-3	-4
CC(NC(=O)Cc1cccc(C(F)(F)F)c1)c1ccc(F)cc1 (centres undefined)	1.0	2	7	-3	2	5	-5
O=C(COC(=O)CC1CC2CCC1C2)Nc1ccccc1Cl (centres undefined)	nt	-3	-7	-1	-1	-6	2
COC(=O)c1ccccc1S(=O)(=O)N1CCC(C(=O)NCc2ccccn2)CC1	0.8	2	-3	nt	-5	-5	7
COc1ccccc1C(=O)NCCN1CCC(n2c(=O)[nH]c3ccccc32)CC1	0.0	nt	nt	-4	-2	9	-3
Cc1ccc(CN2CC(C(=O)Nc3ccc(C)c(S(=O)(=O)N4CCCCC4)c3)CC2=O)cc1 (centres undefined)	-0.4	0	-6	2	1	-2	-4
CCOC(=O)c1ccc(N2C(=O)C3CCCN3C2=S)cc1 (centres undefined)	0.5	0	-2	-3	2	?	1
CCC(=O)N(C)C[C@H]1Oc2cc(C#Cc3ccncc3)ccc2S(=O)(=O)N([C@H](C)CO)C[C@H]1C	-0.1	-3	3	2	1	13	40
CN(C(=O)c1cc2c(=O)n3ccccc3nc2n1C)C1CCCCC1	0.0	4	-3	-43	3	-1	-2
O=C(Nc1ccc(Br)cc1)C1CCCN(S(=O)(=O)c2cccnc2)C1 (centres undefined)	nt	nt	nt	1	-3	0	-4
COc1ccc(OC)c(CN2CCN(C(=O)c3ccc(C)c(S(=O)(=O)Nc4ccccc4OC)c3)CC2)c1	8.5	-86	5	4	nt	5	-2
Cc1cccc(NC(=O)c2cc(S(=O)(=O)N3CCCCC3)c[nH]2)c1	0.6	-2	-5	-5	1	6	65
COc1ccc(NS(=O)(=O)c2cc(C(=O)OC(C)C(=O)N3CCOCC3)ccc2Cl)cc1 (centres undefined)	nt	nt	nt	-5	-1	7	-5
Cc1c(Cl)cccc1Nc1ncccc1C(=O)O	0.0&-0.1	0&3	1&-6	0&-2	-4&4	-5&-2	7&-1
Cc1ccc(C(=O)N/C(=C\c2cccs2)C(=O)NCCCN2CCOCC2)cc1	0.1	-6	0	nt	1	-2	-1
O=C(CCc1ccc(S(=O)(=O)NCCc2ccccc2)cc1)Nc1ccc2c(c1)OCO2	nt	-5	20	-1	1	nt	3
N/C(=N\OC(=O)Nc1cccc(C(F)(F)F)c1)c1ccno1	0.1	-2	-4	-2	-5	0	0
Cc1noc(C)c1S(=O)(=O)Nc1ccc2c(c1)CC(=O)N([C@@H](C)CO)C[C@H](C)[C@H](CN(C)CC1CCCCC1)O2	-0.1	-1	35	-3	-2	?	2
COc1cccc(-c2ccc([C@H]3[C@@H](CO)N4C(=O)CN(C(=O)C5CCOCC5)C[C@H]34)cc2)c1	-0.3	nt	nt	4	-6	19	3
O=C(C[C@@H]1CC[C@@H](NS(=O)(=O)c2ccccc2)[C@@H](CO)O1)NCc1ccncn1	3.5	3	-8	4	-3	-2	17
O=C(O)c1ccc(CSc2nc3ccccc3c(=O)n2-c2ccccc2)cc1	0.0	-2	16	-2	5	-6	-1

# Next records
SMILES	E-sel inducer	PglD DTNB	C2C12 statin	SIRT5 block	ERp5 inh	DENV2 CPE	S100A4 inh HTS
Cc1cc(Cl)ccc1NC(=S)N1CCC(C(N)=O)(N2CCCCC2)CC1	nt	nt	nt	-1	-2	-9	-3
C[C@H]1CCCCO[C@@H](CN(C)Cc2ccncc2)[C@@H](C)CN([C@@H](C)CO)C(=O)c2cc(NS(=O)(=O)c3cccs3)ccc2O1	0.0	-2	nt	-9	-1	4	-12
C=CCn1c(SCC(=O)NC(=O)NC)nnc1C1CCCCC1	1.8	nt	nt	-2	-8	3	-2
CC(C)NC(=O)Nc1cccc2c1O[C@H](CN(C)CC1CC1)[C@@H](C)CN([C@H](C)CO)C2=O	-1.6	-2	-1	-1	5	-14	-34
CC(C(=O)c1c[nH]c(C(N)=O)c1)c1ncc(C(F)(F)F)cc1Cl (centres undefined)	nt	nt	nt	-5	2	-1	2
Cc1cccc(OCC(=O)Nc2ccc3c(c2)nc(CN2CCCCC2)n3C)c1	nt	nt	nt	-2	17	0	-1
Cc1ccc(CN2CC=CCS2(=O)=O)cc1	nt	nt	nt	-4	3	-20	21
CN(Cc1ccccc1)C(=O)COC(=O)c1ccccc1SCC(=O)N1CCCC1	3.6	3	-4	-1	-1	-6	2
Cc1ccc(/C(O)=C2\C(=O)C(=O)N(CCc3c[nH]c4ccccc34)C2c2cccnc2)cc1 (centres undefined)	21	1	9	-1	1	-4	0
COc1ccc2cc(C3=CC(=O)C[C@H](c4ccc5c(c4)OCO5)C3)ccc2c1	0.0	-2	-3	-7	3	2	-5
O=C(NNC(=O)C1CC1)c1ccc(-c2ccccc2)cc1	nt	-4	27	-13	-4	0	-2
Cc1ccc(S(=O)(=O)N(C)C[C@H]2Oc3ccc(NC(=O)C4CCCCC4)cc3CC(=O)N([C@@H](C)CO)C[C@H]2C)cc1	0.6	7	-2	1	-1	-2	4

# 4 entries already listed, arranged by the number in SIRT5 block, descending:
smiles	SIRT5 block
Cc1ccc(S(=O)(=O)N(C)C[C@H]2Oc3ccc(NC(=O)C4CCCCC4)cc3CC(=O)N([C@@H](C)CO)C[C@H]2C)cc1	1
CN(Cc1ccccc1)C(=O)COC(=O)c1ccccc1SCC(=O)N1CCCC1	-1
Cc1cccc(OCC(=O)Nc2ccc3c(c2)nc(CN2CCCCC2)n3C)c1	-2
CC(C(=O)c1c[nH]c(C(N)=O)c1)c1ncc(C(F)(F)F)cc1Cl (centres undefined)	-5

# For reference, part of the list above:
SMILES	E-sel inducer	PglD DTNB	C2C12 statin	SIRT5 block	ERp5 inh	DENV2 CPE	S100A4 inh HTS
COC(=O)c1sccc1S(=O)(=O)Nc1ccc(C(O)(C(F)(F)F)C(F)(F)F)cc1	-0.1	-4	7	-6	-3	6	-5
O=C(COC(=O)CCNS(=O)(=O)c1ccccc1)NC(=O)Cc1ccccc1	-0.4	-5	38	-2	-7	5	-3

# Remaining list, next part.
SMILES	E-sel inducer	PglD DTNB	C2C12 statin	SIRT5 block	ERp5 inh	DENV2 CPE	S100A4 inh HTS
O=C(Cc1c(F)cccc1Cl)N(Cc1ccccc1)c1ccccn1	0.1	nt	nt	-3	4	15	-11
COc1cc(NS(C)(=O)=O)cc(OC)c1OC	nt	-6	57	8	0	2	-2
O=C(Oc1ccccc1-c1csnn1)c1cccs1	nt	nt	nt	2	-2	-2	-4
CC1=NN(C(N)=S)C(=O)C1N=Nc1ccc(Cl)cc1Cl (centres undefined)	0.0	7	9	-45	0	6	18
C[C@H](CO)N1C[C@H](C)[C@@H](CN(C)S(=O)(=O)c2ccccc2)OCCCC[C@H](C)Oc2ccc(NC(=O)Nc3ccccc3)cc2C1=O	nt	3	nt	6	-2	-6	9
CCC(CC)C1=NN2C(=N)/C(=C\c3cc(C)n(-c4cccc(C)c4)c3C)C(=O)N=C2S1	-1.8	0	6	nt	nt	nt	nt
CO[C@@H]1CN(C)C(=O)c2ccc(NS(C)(=O)=O)cc2OC[C@H](C)N(C(=O)C2CCCC2)C[C@H]1C	0.0	nt	nt	2	-4	5	9
CC(=O)c1nn(-c2ccc(Cl)cc2)cc1C(=O)c1ccc(C)cc1	-0.1	3	nt	-2	-1	?	-10
O=C(NC[C@H]1CC[C@@H]2[C@@H](CN2S(=O)(=O)c2ccccc2[N+](=O)[O-])O1)C1CCC1	nt	nt	nt	-3	-3	-6	-3
C[C@@H]1CN([C@@H](C)CO)C(=O)c2cc(NC(=O)CCCN(C)C)ccc2O[C@@H](C)CCCCO[C@@H]1CN(C)CC1CCCCC1	0.1	-2	-106	-6	4	-9	11
O=Cc1ccccc1OCCCOc1cccc2cccnc12	0.5	-3	7	2	2	2	0
C[C@@H]1CCCCO[C@@H](CN(C)C(=O)C2CCCCC2)[C@@H](C)CN([C@@H](C)CO)C(=O)c2cc(NC(=O)NC3CCCCC3)ccc2O1	nt	2	-36	6	-9	1	42
Cc1ccc(C)c(N2CCN(C(=O)CCc3nc(-c4ccccc4Br)no3)CC2)c1	-0.1	1	-21	0	2	-11	24
Cc1ccnc(NS(=O)(=O)c2ccc(NC(=O)c3cc(-c4ccc(Br)cc4)nc4ccccc34)cc2)n1	-0.3	-4	nt	3	-8	3	0

# A portion of the library. The share of hits here may be higher or lower than overall.
